USP28 inh – inhibitors of human USP28 deubiquitinase; Ubiquitin carboxyl-terminal hydrolase 28 (Homo sapiens), Q96RU2; purified USP28, Ub-rhodamine cleavage fluorescence, 30 min; inhibition, % at 25 µM; hit rate 3% among 47,000; AID 1645857, 2021
USP8 inh – inhibitors of human USP8 deubiquitinase; hit rate 4.2% among 47,000; Ubiquitin carboxyl-terminal hydrolase 8 (Homo sapiens), P40818; inhibition, % at 20 µM; purified USP8, Ub-rhodamine cleavage fluorescence, 30 min; AID 1645853, 2021
USP10 block – inhibitors of human USP10 deubiquitinase; Ubiquitin carboxyl-terminal hydrolase 10 (Homo sapiens), Q14694; purified USP10, Ub-rhodamine fluorescence, 60 min; inhibition, % at 20 µM; hit rate 1.1% among 47,000
USP7 block – inhibitors of human USP7 deubiquitinase; purified USP7, Ub-rhodamine cleavage fluorescence; inhibition, % at 20 µM; hit rate 0.3% among 47,000
UCHL1 inh – inhibitors of human UCHL1 deubiquitinase; Ubiquitin carboxyl-terminal hydrolase isozyme L1 (Homo sapiens), P09936; purified UCHL1, Ub-rhodamine cleavage fluorescence; inhibition, % at 20 µM; hit rate 0.2% among 47,000; AID 1645859, 2021
Target sequence (P09936 whole entry, looked up): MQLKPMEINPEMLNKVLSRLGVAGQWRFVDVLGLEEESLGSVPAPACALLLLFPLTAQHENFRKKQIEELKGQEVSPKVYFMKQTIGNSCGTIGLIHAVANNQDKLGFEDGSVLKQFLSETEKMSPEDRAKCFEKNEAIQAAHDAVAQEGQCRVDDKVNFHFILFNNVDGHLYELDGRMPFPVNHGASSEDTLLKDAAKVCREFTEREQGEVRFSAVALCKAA
USP17 block – inhibitors of human USP17 deubiquitinase. purified USP17, Ub-rhodamine cleavage fluorescence, 3 h. inhibition, % at 50 µM. Ubiquitin carboxyl-terminal hydrolase 17-like protein 5 (Homo sapiens), A8MUK1. hit rate 6.5% among 47,000
OTUD3 block – inhibitors of human OTUD3 deubiquitinase; hit rate 0.7% among 47,000; purified OTUD3, Ub-rhodamine fluorescence, 2 h; inhibition, % at 25 µM
Target sequence (Q5T2D3 whole entry, looked up): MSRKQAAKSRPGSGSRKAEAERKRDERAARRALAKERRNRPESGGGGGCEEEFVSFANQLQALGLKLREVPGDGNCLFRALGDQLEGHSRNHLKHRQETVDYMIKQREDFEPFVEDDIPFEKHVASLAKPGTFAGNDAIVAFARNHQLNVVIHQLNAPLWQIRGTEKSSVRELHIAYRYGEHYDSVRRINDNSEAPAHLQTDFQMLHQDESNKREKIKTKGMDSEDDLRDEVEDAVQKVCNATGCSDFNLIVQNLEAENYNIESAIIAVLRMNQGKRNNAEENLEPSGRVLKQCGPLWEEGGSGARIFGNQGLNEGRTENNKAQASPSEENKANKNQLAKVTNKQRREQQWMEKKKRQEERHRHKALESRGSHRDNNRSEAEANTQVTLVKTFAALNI
USP30 inh – inhibitors of human USP30 deubiquitinase | AID 1645860, 2021 | inhibition, % at 25 µM | Ubiquitin carboxyl-terminal hydrolase 30 (Homo sapiens), Q70CQ3 | hit rate 5.3% among 47,000 | purified USP30, Ub-rhodamine cleavage fluorescence
* hit, by the source's call; i = inactive; . = not tested or not shown. Cut-off read from the data, not from the text of the source: active = inhibition above about 30%; inactive = the rest.

SMILES | USP28 inh | USP8 inh | USP10 block | USP7 block | UCHL1 inh | USP17 block | OTUD3 block | USP30 inh
COc1ccc(S(=O)(=O)c2ccc(NC(=O)c3cccc(Cl)c3)cc2C#N)cc1 | -3 | 0 | 8 | 7 | 4 | 33* | -3 | 19
CCn1nccc1C1CCCN1C(=O)Nc1ccc(C)cc1Cl (stereo not drawn) | 11 | 25 | 0 | 2 | 3 | 14 | 11 | 18
NC(=O)c1nc(C2CCCCC2)nc2c1[nH]c(=O)n2-c1ccccc1 | 3 | 4 | 1 | 1 | 2 | 13 | 2 | 15
O=C(O)c1nc(SCc2cccc(F)c2)n2ccccc12 | -89 | -70 | -6 | -21 | -23 | -91 | -84 | -339
Cc1ccc2c(c1)NC(=O)C(C(=O)NCc1ccccc1C)O2 (stereo not drawn) | 20 | 23 | 5 | 0 | -1 | 25 | 17 | 20
COCCN1CC2(CCN(S(=O)(=O)c3ccccc3)CC2)C2(CCN(C)C2=O)C1 (stereo not drawn) | -10 | -73 | -4 | -6 | -5 | -22 | -5 | -12
O=C1CC(c2nc3ccccc3n2CCOc2ccccc2)CN1Cc1ccccc1 (stereo not drawn) | 5 | -2 | -3 | -171 | -2 | 7 | -5 | 22
CN1C(=O)c2cccnc2Sc2cc(NC(=O)COc3ccccc3)ccc21 | . | -19 | -5 | -9 | -2 | 28 | 14 | .
CCN1CCN(c2ccc(C(=O)OC)cc2NC(=O)COc2ccc(C)cc2C)CC1 | 14 | 14 | 1 | 0 | 9 | 17 | 15 | 29
C#CCNC(=O)C1(Cc2ccccc2-c2cccnc2)CCOCC1 | 2 | 4 | 0 | -1 | 0 | 0 | 5 | -13
COCCN1[C@H]2CCN(Cc3cnn(C)c3)CC[C@@H]2Oc2ccccc2S1(=O)=O | -29 | 4 | -11 | -4 | -6 | -25 | -11 | -70
O=C(NCC1COc2ccccc2O1)c1ccc2c(c1)OCO2 (stereo not drawn) | 11 | 2 | 1 | 1 | 1 | -5 | 5 | -8
CN(C)c1ccc(CNC(=O)c2ccc(Cl)c(S(=O)(=O)N(C)C)c2)cc1 | -4 | -14 | 0 | 0 | -1 | -9 | -12 | -16
CCCN(CC(=O)Nc1cc(Cl)ccc1Cl)CC(=O)Nc1c(C)cccc1C | -1 | -58 | 5 | 0 | -3 | 11 | -5 | 21
CCN1CCN(c2ccc(-c3nc(-c4ccccc4)no3)nn2)CC1 | 12 | 22 | 3 | 5 | 3 | 22 | 16 | 23
Cc1cccc(NC(=O)c2ccc(C)c(C)c2)c1 | 34* | -28 | -1 | 5 | 4 | 3 | 5 | -6
COc1ccccc1C(=O)Nc1ccc(N)cn1 | -5 | -2 | -1 | -1 | -3 | 11 | -8 | -35
CCC(=O)N1c2ccccc2CC1C(=O)NCCc1c[nH]c2ccc(C)cc12 (stereo not drawn) | -3 | -1 | -1 | 0 | 0 | 0 | 4 | 7
O=C(c1ccn[nH]1)N1CC[C@@H]2CN(Cc3ccc(Cl)cc3)S(=O)(=O)[C@@H]2CC1 | -5 | 2 | 2 | -1 | 1 | 1 | 17 | 8
COc1ccccc1CNC(=O)c1ccc(-c2csc(C)n2)cc1 | 27 | -4 | 0 | -2 | 2 | -1 | -2 | 1
O=[N+]([O-])c1ccc(C2=Nc3cc(Cl)ccc3OC2)cc1 | -99 | -203 | -9 | -50 | -41 | -38 | -162 | i
Cn1nc(C2CCN(C(=O)COc3ccccc3F)CC2)c2nccnc21 | -6 | -1 | -2 | -3 | -1 | -9 | -2 | -5
O=C(Nc1ccc(S(=O)(=O)N2CCCCC2c2cccnc2)cc1)c1ccc2c(c1)OCO2 (stereo not drawn) | 41* | 21 | 4 | 9 | 2 | 30 | 10 | 44*
CS(=O)(=O)c1ccc(Cl)c(NC(=O)COC(=O)c2ccc3[nH]c4c(c3c2)CCCC4)c1 | 26 | 30 | 11 | 12 | 8 | . | 1 | 35*
Cc1nc2sccn2c(=O)c1S(=O)(=O)NC(C)c1ccccc1 (stereo not drawn) | 6 | -3 | 0 | . | 1 | 5 | 6 | 9

Some of these compounds in order of count of non-hydrogen atoms, ascending.
SMILES | USP28 inh | USP8 inh | USP10 block | USP7 block | UCHL1 inh | USP17 block | OTUD3 block | USP30 inh
O=C(O)c1nc(SCc2cccc(F)c2)n2ccccc12 | -89 | -70 | -6 | -21 | -23 | -91 | -84 | -339
CCN1CCN(c2ccc(-c3nc(-c4ccccc4)no3)nn2)CC1 | 12 | 22 | 3 | 5 | 3 | 22 | 16 | 23
CCCN(CC(=O)Nc1cc(Cl)ccc1Cl)CC(=O)Nc1c(C)cccc1C | -1 | -58 | 5 | 0 | -3 | 11 | -5 | 21

New compounds follow
SMILES | USP28 inh | USP8 inh | USP10 block | USP7 block | UCHL1 inh | USP17 block | OTUD3 block | USP30 inh
O=C(c1ccc(Cl)cc1)C1CN(c2ccccc2)CC1c1ccccc1F (stereo not drawn) | 11 | 2 | 6 | 8 | 3 | 6 | 8 | 0
CN1CCCn2cc(S(=O)(=O)NCc3ccccc3)cc2C1=O | -1 | 3 | 1 | 1 | -1 | 0 | 4 | 2
CN(Cc1ccccc1)Cc1nc(N)nc(Nc2ccccc2)n1 | -3 | -17 | -6 | -1 | -2 | -20 | 0 | -16
O=C(c1ccc(-n2cnnn2)cc1)N1CCOC(c2ccccc2)C1 (stereo not drawn) | 0 | -40 | 1 | 0 | 0 | -7 | 6 | -3
CCOc1ccccc1CN1CCC(N2CCc3ccccc3C2)CC1 | -1 | 0 | 0 | -2 | -2 | 1 | 0 | 0
NC(=O)CN1CN(c2cccc(F)c2)c2ncccc2S1(=O)=O | 0 | -5 | -5 | 2 | -2 | 7 | 4 | -22
Cc1cccc(C(C)C)c1NC(=O)c1ccc(OCc2ccccc2)cc1 | -24 | -11 | -11 | 0 | -5 | 16 | -20 | -91
Cc1ccc(S(=O)(=O)N(CC(=O)N2CCOCC2)c2ccccc2F)cc1 | . | -1 | 0 | -6 | -4 | -4 | 1 | .
Cc1nc(-c2cccnc2)nc2c1CCC(=O)N2CCCN(C)C | -10 | 0 | -4 | 0 | -5 | -3 | -6 | -3
Cc1nc(-c2ccc(S(=O)(=O)Nc3ccccc3Cl)cc2)co1 | 8 | -4 | 3 | 3 | 3 | -6 | 9 | -16
Cc1cc2c(cc(C(=O)N3CCC(C(=O)N4CCC5(CC4)OCCO5)CC3)n2Cc2c(F)cccc2Cl)o1 | -86 | -153 | -13 | -10 | -10 | -83 | -74 | -349
COCCNC(=O)c1ccc(-c2ccc(N3CCCCC3)nc2)cc1 | 23 | 4 | 9 | -19 | 4 | 68* | 13 | 31*
CCOc1cc2[nH]c(=O)n(Cc3cccnc3)c(=O)c2cc1OCC | 7 | 22 | 2 | 4 | 4 | 17 | 11 | 33*
O=C(Cn1cc(-c2ccccc2)oc1=O)N1CCN(c2ccc(F)cc2)CC1 | -6 | 23 | -1 | 0 | -2 | 1 | 2 | -15
C/C=C\C=C\[C@@H]1O[C@](O)(C(CC)C(=O)NC/C=C/C=C(\C)C(OC)C(C)C2CC(O)C(/C=C/C=C/C=C/C(=O)O)O2)C[C@H](O)[C@@]1(C)O (stereo partly drawn) | 0 | -21 | -10 | -17 | 4 | -15 | 5 | -48
COc1cc2c(cc1OC)-c1cc(NC(C)c3ccccc3)nc(=O)n1CC2 (stereo not drawn) | -9 | 9 | -6 | -9 | -12 | -1 | -18 | -34
COCCCNC(=O)Cn1cc(-c2nnc(CN3CCC(C)CC3)o2)c2ccccc21 | -7 | -6 | -3 | -1 | -2 | 0 | -2 | 2
CC(C)c1ccc(CNc2nc3nc(CN4CCCC4)cc(=O)n3[nH]2)cc1 | -12 | -152 | 0 | 2 | -2 | -27 | -17 | -9
COc1ccc(-c2cc3nc([C@H](C)NC(=O)COc4ccccc4F)nn3cn2)cc1 | 12 | 17 | 18 | 27 | 7 | 38* | 23 | 47*
O=C1CCOC[C@]2(CN(C(=O)c3ccccn3)C[C@H]2c2ccccc2)N1 | 14 | 23 | -1 | 5 | 0 | 13 | 10 | 19
COc1ccccc1CNC(=O)c1nnn(-c2ccc(Cl)cc2)n1 | 24 | 2 | 7 | 7 | 4 | 19 | 23 | 35*
CC(C)n1cnc(-c2cc(C(=O)NCCc3ccccn3)c3ccccn23)c1 | -11 | -134 | -7 | -4 | -4 | -42 | -18 | -88
CC(C)Oc1ccc(CSc2ncnc3c2sc2nc(N4CCOCC4)c4c(c23)CC(C)(C)OC4)cc1 | -5 | -4 | -1 | -5 | -2 | 1 | -5 | 0
CC(=O)N1CC[C@@]2(C(=O)N3CCCC3)CCN(S(=O)(=O)c3cc(C)ccc3C)CC[C@@H]12 | 1 | -35 | 1 | 5 | 2 | 0 | 9 | 22
OC1(CN2CCCCC2Cn2cncn2)CCCCC1 (stereo not drawn) | -28 | -2 | -5 | -1 | -5 | -14 | -15 | -62
The listing continues:
SMILES | USP28 inh | USP8 inh | USP10 block | USP7 block | UCHL1 inh | USP17 block | OTUD3 block | USP30 inh
COc1ccc(NC(=O)c2ccc3[nH]c4c(c3c2)CC(C)CC4)cc1 (stereo not drawn) | 2 | 26 | 4 | 2 | 2 | 31* | 5 | -3
CN(c1ccccc1)S(=O)(=O)c1ccc(Cl)c(C(=O)N2CCCc3ccccc32)c1 | 10 | 5 | 12 | 1 | 3 | 0 | 12 | 24
Cc1noc(C2CN(Cc3cccc(C#N)c3)Cc3ccnn3C2)n1 (stereo not drawn) | -3 | -53 | 0 | -4 | -2 | -2 | -1 | 1
Cc1ncc(-c2ccncc2)c(C2CCN(C(=O)Cc3ccc(F)cc3)CC2)n1 | -1 | 5 | 1 | -5 | -6 | 0 | 0 | -1
Cc1nc(-c2cc(C(=O)N3CCN(C)CC3)c3ccccn23)cn1C(C)C | -203 | -103 | -10 | -72 | -70 | -148 | -147 | i
CCCn1c2ccccc2n2cc(-c3ccc(-c4ccccc4)cc3)nc12 | 17 | 81* | -5 | -9 | 0 | 34* | 9 | 2
N#CNC1=NCc2ccccc2N1 | 11 | 14 | 6 | 8 | 3 | 15 | 9 | 16
COc1ccc(NC(=O)COC(=O)c2cccc(S(=O)(=O)N(C)c3cccc(Cl)c3)c2)c(OC)c1 | 5 | 1 | 7 | 2 | 0 | 1 | 3 | 33*
Cc1noc(C)c1CC(=O)N1C[C@H]2CC[C@@H](N(C)c3cnccn3)[C@H]2C1 | -1 | -2 | -6 | 0 | -2 | -4 | 0 | -7
CCc1sc(C(C)(C)C)cc1NC(C)=O | -4 | -2 | 0 | -10 | 0 | -25 | 8 | -6
Cc1ccccc1CN1CCC2(CC1)CN(C(=O)Cc1ccc(Cl)cc1)C2 | 5 | -1 | 0 | -2 | -1 | -1 | -1 | 22
Cc1nnc2n1CC(c1cccc(NC(=O)Cn3ccnc3C(C)C)c1)CC2 (stereo not drawn) | -2 | 9 | 0 | 3 | 0 | 4 | 6 | 1
O=C(CCc1nc(-c2cccnc2)no1)Nc1ccc(Cl)cc1 | -8 | -37 | -1 | -9 | -3 | -21 | -7 | -23
CCc1cccc(C)c1NC(=O)Cn1c(C(C)NC(=O)c2ccc(C)cc2)nc2ccccc21 (stereo not drawn) | 40* | 75* | 44* | 12 | 3 | 61* | 24 | 54*
CCN1C[C@H]2C[C@H](C(=O)Nc3ccc4c(c3)OCO4)[C@@H](C1)O2 | 8 | 0 | -1 | 2 | 2 | 0 | 14 | 5
COc1ccc(NC(=O)Cn2c(=O)n(CCCC(=O)NCCc3ccc(OC)c(OC)c3)c(=O)c3ccccc32)cc1Cl | 0 | 9 | 23 | 10 | 4 | 28 | 14 | 13

Two entries from above, as a markdown table:
| mol | USP28 inh | USP8 inh | USP10 block | USP7 block | UCHL1 inh | USP17 block | OTUD3 block | USP30 inh |
| --- | --- | --- | --- | --- | --- | --- | --- | --- |
| Cc1ccccc1CN1CCC2(CC1)CN(C(=O)Cc1ccc(Cl)cc1)C2 | 5 | -1 | 0 | -2 | -1 | -1 | -1 | 22 |
| CCc1cccc(C)c1NC(=O)Cn1c(C(C)NC(=O)c2ccc(C)cc2)nc2ccccc21 (stereo not drawn) | 40* | 75* | 44* | 12 | 3 | 61* | 24 | 54* |

Printed as active in USP8 inh, among the entries above:
SMILES | USP28 inh | USP8 inh | USP10 block | USP7 block | UCHL1 inh | USP17 block | OTUD3 block | USP30 inh
CCCn1c2ccccc2n2cc(-c3ccc(-c4ccccc4)cc3)nc12 | 17 | 81* | -5 | -9 | 0 | 34* | 9 | 2
CCc1cccc(C)c1NC(=O)Cn1c(C(C)NC(=O)c2ccc(C)cc2)nc2ccccc21 (stereo not drawn) | 40* | 75* | 44* | 12 | 3 | 61* | 24 | 54*
